PGE2 EP2 inh = inhibitors of human EP2 prostaglandin E2 receptor | P43116 | C6 glioma cells expressing human EP2, cAMP TR-FRET; cells stimulated with saturating PGE2 | inhibition, % at 25 µM | 0.52% of 260,000 active | AID 1422;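 active = percent inhibition above 40 after rounding to a whole number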;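 note: rat C6 glioma host cells with rolipram phosphodiesterase inhibitor present; the protocol text gives 20 µM as final concentration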
Runt-CBFb FRET = blocks binding of human RUNX1 Runt domain to CBFb. inhibition, % at 20 µM. Cerulean-Runt/Venus-CBFb FRET ratio 530/480, 1 h. 0.46% of 220,000 active. Q01196+Q13951;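 active = inhibition over about 50% at 20 µM in the single-dose screen, limit read from the data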;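 note: 0% = DMSO wells and 100% = excess unlabeled CBFb competitor control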
Target sequence (Q01196 whole entry, looked up, the tested form may be a part): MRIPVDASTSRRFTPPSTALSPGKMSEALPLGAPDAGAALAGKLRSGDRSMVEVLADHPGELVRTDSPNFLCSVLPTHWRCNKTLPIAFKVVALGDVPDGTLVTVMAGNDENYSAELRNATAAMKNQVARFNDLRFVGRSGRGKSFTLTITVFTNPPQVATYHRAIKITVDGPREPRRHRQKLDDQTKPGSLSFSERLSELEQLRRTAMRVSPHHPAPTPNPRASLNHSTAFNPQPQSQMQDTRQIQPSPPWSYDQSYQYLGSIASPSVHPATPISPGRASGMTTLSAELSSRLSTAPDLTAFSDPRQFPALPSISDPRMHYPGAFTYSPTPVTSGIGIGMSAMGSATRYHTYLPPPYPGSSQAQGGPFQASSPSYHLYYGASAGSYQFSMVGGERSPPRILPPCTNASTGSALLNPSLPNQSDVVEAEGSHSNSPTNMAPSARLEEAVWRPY
Target sequence (Q13951 whole entry, looked up, the tested form may be a part): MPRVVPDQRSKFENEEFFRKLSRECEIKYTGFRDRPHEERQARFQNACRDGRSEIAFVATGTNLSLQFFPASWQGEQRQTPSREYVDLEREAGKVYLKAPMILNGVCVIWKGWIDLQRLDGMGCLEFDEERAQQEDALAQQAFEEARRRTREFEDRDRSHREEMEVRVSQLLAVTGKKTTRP
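Assay system: Cerulean-Runt domain fusion protein, energy donor; Signal: fluorescence energy transfer, 422 nm excitation, 530/480 nm emission; Timing: 1 h compound exposure, room temperature; Control set: unlabeled CBFb; Medium: Tris buffer pH 7.5 with salts and BSA; Compound: single test concentration of 20 µM, 1% DMSO final; Probe or stimulus: Venus-CBFb 100 nM.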
PERK inh = inhibitors of human PERK kinase | Q9NZJ5 | CHO PERK-DD fusion, SEAP luminescence translation reporter | inhibition, % at 5.6 µM | 0.17% of 220,000 active;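 active = inhibition above the mean inhibition of all tested compounds plus 3 SD, set separately per screening campaign, cut at about 2.9% in these data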;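 note: PERK kinase domain activated by AP20187 dimerizer at 100 nM; 0% = DMSO with dimerizer and 100% = rapamycin at 8.4 µM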
Hck-Nef inh = human Hck-Nef kinase inhibition; P08631; 0.68% of 220,000 active; inhibition, % at 20 µM; Recombinant Hck-YEEI plus Nef, Z-Lyte FRET kinase assay;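 active = Hck-Nef kinase inhibition above about 50%, limit read from the data; inactive = inhibition below that limit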;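 note: 0% = DMSO with Hck plus Nef and 100% = Hck alone without Nef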
RBBP9 inhibitor = blocks human serine hydrolase RBBP9; O75884; recombinant RBBP9, FP-Rh probe fluorescence polarization; inhibition, % at 7.94 µM; 0.2% of 220,000 active;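 active = inhibition above the campaign mean of all tested compounds plus 3 SD, cut at about 14% in these data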;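 note: plate controls were DMSO wells with RBBP9 for no effect and wells lacking RBBP9 protein for full effect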
Target sequence (O75884 whole entry, looked up): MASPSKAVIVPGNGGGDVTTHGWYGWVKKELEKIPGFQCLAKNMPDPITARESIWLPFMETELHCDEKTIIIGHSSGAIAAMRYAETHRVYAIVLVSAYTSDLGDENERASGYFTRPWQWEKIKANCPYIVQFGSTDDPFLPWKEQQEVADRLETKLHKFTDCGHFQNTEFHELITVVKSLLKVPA
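Measured by – fluorescence polarization · Test system – RBBP9 protein · Input – 2.5 µM RBBP9 dispensing solution, before mixing · Measure – percent inhibition from mP, scaled between DMSO and no-protein wells · Benchmarks – DMSO-treated enzyme wells and wells lacking RBBP9 · Times – preincubation 30 min plus labeling 45 min at 25 °C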
EP2 mod = EP2 receptor (human) modulation; 0.83% of 260,000 active; P43116; induction, % at 25 µM; EP2-expressing cells, cAMP HTRF FRET, PGE2 co-stimulation;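 active = compounds whose cAMP rise, as percent of the full-agonist control response, exceeds 60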;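 note: rat C6 glioma line stably carrying human EP2 under a CMV promoter; the protocol text gives 20 µM as final concentration; 100% = response of wells given 1 µM PGE2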
zVAD death inh = blocks zVAD induced death of L929 cells; L929 zVAD necroptosis rescue, ATP luminescence, 24 h; with zVAD 60 µM; AID 1377; 0.38% of 220,000 active; viability rescue, % at 10 µM;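 active = activation, scaled between plate controls, above about 75%, limit read from the data; inactive = activation under that limit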;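 note: 0% = zVAD with DMSO and 100% = DMSO alone without zVAD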
Runt-SMMHC FRET = inhibitors of human RUNX1 Runt domain binding to CBFb-SMMHC | 0.74% of 220,000 active | Q01196+Q13951 | AID 1434 | inhibition, % at 20 µM | Cerulean-Runt/Venus-CBFb-SMMHC FRET ratio 530/480, 1 h;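 active = mean inhibition across duplicate retests at 20 µM reaching about 50%, limit read from the data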;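 note: 0% = DMSO wells and 100% = wells with excess untagged CBFb-SMMHC; inhibitors lower the FRET ratio by blocking Runt binding to CBFb-SMMHC; some results filed as inactive read as strong as hits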
TNF death inh = TNF-alpha cell death inhibition in Jurkat FADD-/- cells; activation (protection from cell death), % at 10 µM; 0.068% of 220,000 active; Jurkat FADD-/- TNF necroptosis rescue, ATP luminescence, 24 h; 0 = TNF only, 100 = no-TNF cells;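 active = activation, meaning protection from cell death, of at least 50% relative to plate controls; inactive = activation below 50%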;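 note: necroptosis triggered by 40 ng/mL TNF-alpha added together with compound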
Active calls of the source: *; nt = no result given; & = joins results of further samples. This is a subset (hit frequency here may not be typical).

SMILES | PGE2 EP2 inh | Runt-CBFb FRET | PERK inh | Hck-Nef inh | RBBP9 inhibitor | EP2 mod | zVAD death inh | Runt-SMMHC FRET | TNF death inh
CC1(C)CC(N(Cc2ccco2)C(=O)Cc2ccccc2)CCO1 (stereo unspecified) | 10.1 | 5.2 | -0.1 | -0.2 | -5.2 | -5.3 | -0.2 | 4.3 | 0.3
CCN(CC)C(=O)COc1ccc(/C=C(\C#N)S(=O)(=O)c2ccccc2)cc1OC | 5.3 | -3.5 | 1.8 | 4.2 | -6.7 | -9.4 | 0.9 | -0.2 | -0.1
O=C(CSc1nncs1)N1c2ccccc2Sc2ccccc21 | 14.4 | -0.4 | -0.8 | 1.9 | -4.8 | -1.3 | 0.9 | 0.7 | -3.5
CC(=O)c1ccc(NC(=O)C(C)OC(=O)C(C)Oc2cccc(C)c2)cc1 (stereo unspecified) | 5.9 | 0.7 | 0.0 | -2.0 | 1.2 | 13.6 | 0.2 | 3.7 | 0.3
Cc1ccc(S(=O)(=O)NNC(=S)Nc2c(Cl)cccc2Cl)cc1 | 12.6 | -2.8 | 0.4 | -9.0 | -6.5 | -22.6 | 0.4 | -26.8 | -0.2
O=C(/C=C\c1ccco1)Nc1cc([N+](=O)[O-])ccc1F | 8.3 | 2.9 | 1.3 | 1.1 | 5.9 | -17.3 | -0.1 | 1.7 | 0.1
O=C(NNc1ccc([N+](=O)[O-])cc1)C1CC2CCCC(C1)C2=O (stereo unspecified) | 3.0 | 3.3 | 0.8 | 0.4 | -2.1 | -0.7 | -0.5 | -4.0 | -2.4
Cc1ccc2nc(SCC(=O)Nc3cccc(S(=O)(=O)NC4=NCCCCC4)c3)[nH]c2c1 | 12.9 | 1.5 | 0.6 | 8.6 | -4.4 | 1.7 | 0.8 | -2.8 | 9.1
O=[N+]([O-])c1ccc(NCCNS(=O)(=O)c2ccccc2)cc1 | 8.3 | -0.5 | 1.3 | 18.2 | -5.9 | -58.5 | -0.7 | -2.4 | -0.3
O=C(Cn1nc(C(=O)O)c2ccccc2c1=O)NCc1ccco1 | 2.4 | 0.2 | 1.6 | 33.6 | -0.2 | -16.9 | 1.3 | 1.6 | 0.8
C#CC(C)(CC)NC(=O)Cn1nnc(-c2ccc(S(C)(=O)=O)cc2)n1 (stereo unspecified) | 13.4 | 0.0 | -0.4 | -0.4 | -3.4 | -5.3 | 6.8 | 4.4 | 0.9
Cc1cc(C)c(C(=O)COC(=O)[C@H](C)Nc2ccc(C(F)(F)F)cc2[N+](=O)[O-])c(C)c1 | 4.1 | -1.6 | 0.1 | 0.1 | -3.7 | 21.9 | 0.1 | -3.1 | -1.0
CC1=CC(C)(C)n2c(O)c(N=N)c3cc(C)cc1c32 | 7.3 | -3.4 | -0.2 | 3.1 | -4.0 | 38.2 | 1.5 | 0.0 | 0.1
O=C(CSCc1nc2c(nnn2Cc2ccc(F)cc2)c(=O)[nH]1)Nc1c(Cl)cc(Cl)cc1Cl | 4.6 | 0.5 | -0.2 | 37.6 | -8.3 | 18.8 | 1.8 | -1.5 | -1.0
Cc1cc(N2CCCC(C(=O)Nc3cccc4ccccc34)C2)n2ncnc2n1 (stereo unspecified) | 7.8 | -1.3 | 1.1 | 4.3 | 11.3 | -24.1 | 0.9 | 2.4 | 0.3
COC(=O)c1cccnc1-n1c(=O)c2cccnc2n(CC(=O)Nc2ccc(Br)cc2)c1=O | 6.4 | 1.7 | 0.3 | -8.6 | 1.7 | 3.0 | -0.1 | 0.5 | -0.2
Cc1sc2ncnc(SCC(=O)c3ccc4c(c3)OCCO4)c2c1-c1ccccc1 | 8.7 | 2.6 | 0.8 | -1.1 | 0.1 | -1.9 | -0.1 | 1.8 | 0.9
COc1ccc(N(CC(=O)NCc2ccco2)S(=O)(=O)c2ccccc2)cc1 | 7.0 | -0.1 | -0.6 | 15.4 | -2.1 | -46.8 | -1.8 | -1.5 | 0.6
Cc1ccc(N2CC(=O)N(CC(=O)O)C2=O)cc1 | 7.3 | 0.0 | 0.7 | 22.6 | 3.1 | -11.1 | 4.4 | -6.4 | 1.8
CCCCc1nc2n[nH]c(N)c2c2c1CSC(C)(C)C2 | 13.2 | -2.8 | 1.1 | -2.1 | -5.4 | 18.2 | 0.3 | 2.3 | -0.9
O=C(CN1CCOCC1)N/N=C/c1ccccc1 | 3.1 | 3.0 | 2.2 | -7.2 | 10.9 | -24.4 | 0.8 | -3.7 | 0.3
Cc1nn(C)cc1NC(=O)c1cc2nc(-c3ccco3)cc(C(F)(F)F)n2n1 | 2.8 | 1.5 | -1.7 | 15.8 | -5.0 | 0.5 | 29.8 | 5.6 | 0.3
COc1c(C)cc(Br)cc1C(=O)Nc1cccc(-c2nc3ncccc3o2)c1 | 13.2 | -6.5 | -0.5 | 0.6 | -9.7 | 5.4 | 2.6 | -5.6 | -3.3
Cc1cccc(C(c2c(C)nn(-c3ccccc3)c2N)c2c(C)nn(-c3ccccc3)c2N)c1 | 2.2 | -6.4 | -0.9 | 2.8 | 6.4 | -4.1 | -0.2 | 0.8 | 2.8
Cc1ccc(/C(N)=N/OC(=O)CSc2ccccc2)cc1 | 2.5 | 0.7 | 0.4 | -6.9 | 4.0 | 19.1 | 0.8 | -1.8 | 0.3

Next records:
SMILES | PGE2 EP2 inh | Runt-CBFb FRET | PERK inh | Hck-Nef inh | RBBP9 inhibitor | EP2 mod | zVAD death inh | Runt-SMMHC FRET | TNF death inh
Cc1ccc(NC(=O)C2=NNC(=O)CC2)cc1F | 4.4 | 0.6 | 0.1 | 6.2 | -4.0 | -2.6 | 1.0 | -1.6 | 3.3
CC(=O)Nc1ccccc1-c1nc2ccccc2nc1OCC(=O)c1ccc2ccccc2c1 | 7.7 | -4.1 | -0.1 | 4.6 | -4.7 | 1.4 | -0.1 | 2.5 | -5.7
O=C(NCC1CCCO1)C1CCN(S(=O)(=O)c2cccc3nonc23)CC1 (stereo unspecified) | 5.3 | 1.7 | 0.0 | -23.7 | -5.2 | 8.3 | 0.5 | -1.7 | 0.1
Cc1nn(C)c(Cl)c1NC(=O)OCc1ccc(F)cc1 | 7.7 | 2.4 | 0.4 | 2.8 | -1.9 | -38.0 | 0.0 | 1.4 | -4.7
Cc1cccc(-c2nc(CS(=O)CC(=O)NCCCSC3CCCCC3)c(C)o2)c1 (stereo unspecified) | 2.1 | -5.6 | 0.5 | 1.4 | 2.3 | 25.2 | 0.0 | -7.7 | -0.9
CC(=O)NCCc1ccc(S(=O)(=O)Nc2cccnc2)cc1 | 7.5 | 0.3 | 0.7 | -2.2 | -1.8 | 28.2 | 0.2 | 0.3 | -1.4
O=C(CN(C(=O)CSc1nc2ccccc2o1)c1ccccc1F)NC1CCCCC1 | 15.9&7.6 | -1.2 | 0.1 | 3.6 | -1.5 | 14.1&21.4 | 0.7 | 0.0 | 1.0
COc1cccc(-c2cc(C(=O)N3CCCc4ccccc43)no2)c1 | -1.4 | -2.0 | -0.4 | 3.3 | -3.8 | -0.5 | 0.1 | 3.2 | 2.3
C/C(CCN1CCCCc2nc(C)c(C)cc21)=N\O[C@@H](C)CN1CCCCc2nc(C)c(C)cc21 | nt | -4.9 | -0.2 | 1.8 | -14.2 | 7.5 | -2.6 | -0.9 | 3.9
CN(Cc1ccccc1)C(=O)CCNC(=O)Cn1cnc2ccccc2c1=O | 16.9 | -2.3 | 0.7 | 2.3 | -1.3 | 15.1 | 0.1 | -3.4 | 0.3
O=C(Nc1ccccc1)N1N=CCC1c1ccccc1 (stereo unspecified) | 3.0 | -1.0 | 0.0 | 3.8 | -6.4 | 20.8 | 84.9* | 0.7 | 94.6*
CCOCCCNC(=O)C(NC(=O)c1cnccn1)c1ccc(C)cc1 (stereo unspecified) | 4.2 | 2.1 | -0.9 | 0.7 | -7.6 | 11.4 | -1.1 | 2.3 | 0.3
COc1ccc(N2C(=O)CC(Sc3nc4ccccc4s3)C2=O)cc1 (stereo unspecified) | 4.3 | 6.3 | 0.3 | 16.6 | 2.2 | -41.5 | 0.8 | 3.9 | -1.8
CCc1nc2ccccc2n1CC(O)COCC1CC=CCC1 (stereo unspecified) | 3.9 | -1.0 | 1.0 | 9.7 | -10.4 | -36.9 | 0.2 | -0.8 | 1.0
CC(C)CCn1c(CN2CCN(Cc3ccccc3)CC2)nc2c1c(=O)n(C)c(=O)n2C | 6.5 | -1.3 | -1.0 | 1.0 | 2.2 | 29.9 | -0.3 | -2.4 | -3.0
Cc1cc(C)n2ncc(/C(N)=N/OC(=O)c3ccccc3F)c2n1 | 8.4 | -1.2 | 0.7 | 5.9 | 3.6 | -38.6 | 0.1 | 0.4 | 1.3
Cc1cccc(OCCN2C(=O)C(=O)c3cc(C)ccc32)c1 | 4.2 | nt | -0.2 | 35.8 | -4.3 | 10.5 | -0.5 | nt | -12.9
Cn1nc(-c2ccc(Cl)cc2)c2cc(C(=O)NCCCN3CCCC3)sc21 | 35.2 | -0.6 | -1.2 | 2.4 | -3.1 | -22.2 | 63.5 | 5.0 | -2.5
Cn1c(=O)n(-c2cccc(Cl)c2)c(=O)n1C | 7.7 | -1.2 | 0.4 | 1.7 | 1.8 | 4.1 | 0.1 | -4.4 | -0.7
COc1ccc(COc2cccnc2N)cc1 | 9.2 | 2.6 | 0.5 | 1.0 | -0.4 | -9.9 | 0.3 | -5.6 | 2.1
COc1ccc(C(=O)Nc2nc(-c3cccs3)c(NC(C)=O)s2)cc1 | 5.2&6.8 | -0.8 | -0.5 | 3.4 | -8.4 | -73.4&-23.5 | 1.6 | -2.1 | -0.1
Cc1ccc(C)c2[nH]c(=O)c(CN(Cc3nnnn3C3CCCCC3)CC3CCCO3)cc12 (stereo unspecified) | 16.6 | 0.9 | -1.2 | 18.8 | 7.9 | 37.3 | 1.5 | -3.2 | -1.8
COc1ccc(NC(=O)CC2C(=O)N(Cc3ccco3)C(=S)N2C(C)C)cc1 (stereo unspecified) | 6.7 | 1.0 | 0.4 | 13.3 | -6.2 | -21.4 | 10.5 | 1.4 | 2.0
CCOc1ccc(N2Nc3n[nH]c(N)c3N2)cc1 | 7.0 | -2.0 | 0.5 | 13.4 | 4.8 | -3.4 | -0.6 | 4.1 | -11.5
CS(=O)(=O)N1CCN(C(=O)Cc2ccccc2)CC1 | 9.3 | -0.3 | 1.0 | -0.4 | 3.4 | 23.5 | 0.2 | 1.0 | 1.2

Of the compounds above, two contain a CF3 group:
SMILES | PGE2 EP2 inh | Runt-CBFb FRET | PERK inh | Hck-Nef inh | RBBP9 inhibitor | EP2 mod | zVAD death inh | Runt-SMMHC FRET | TNF death inh
Cc1cc(C)c(C(=O)COC(=O)[C@H](C)Nc2ccc(C(F)(F)F)cc2[N+](=O)[O-])c(C)c1 | 4.1 | -1.6 | 0.1 | 0.1 | -3.7 | 21.9 | 0.1 | -3.1 | -1.0
Cc1nn(C)cc1NC(=O)c1cc2nc(-c3ccco3)cc(C(F)(F)F)n2n1 | 2.8 | 1.5 | -1.7 | 15.8 | -5.0 | 0.5 | 29.8 | 5.6 | 0.3

Screens: PubChem, several laboratories
